Screening data (PubChem BioAssay)
GASC-1 inh: human JMJD2C demethylase inhibition. inhibition, % at 2.35 µM. 0.069% of 330,000 active. GST-JMJD2C(1-420) H3K9me3 demethylation, DELFIA europium. AID 2099;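 active = more than half of a compound's replicate wells show inhibition beyond 50%, single wells judged on their own value; inconclusive = some, but no more than half, of replicates pass 50% inhibition; inactive = no replicate passes 50% inhibition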;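 note: signal counts dimethyl H3K9 product captured on neutravidin plate; 0% = median of DMSO wells and 100% = 0.3 times that DMSO median; strong numbers were not always called active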
Target sequence (Q9H3R0 1-420 limits assumed): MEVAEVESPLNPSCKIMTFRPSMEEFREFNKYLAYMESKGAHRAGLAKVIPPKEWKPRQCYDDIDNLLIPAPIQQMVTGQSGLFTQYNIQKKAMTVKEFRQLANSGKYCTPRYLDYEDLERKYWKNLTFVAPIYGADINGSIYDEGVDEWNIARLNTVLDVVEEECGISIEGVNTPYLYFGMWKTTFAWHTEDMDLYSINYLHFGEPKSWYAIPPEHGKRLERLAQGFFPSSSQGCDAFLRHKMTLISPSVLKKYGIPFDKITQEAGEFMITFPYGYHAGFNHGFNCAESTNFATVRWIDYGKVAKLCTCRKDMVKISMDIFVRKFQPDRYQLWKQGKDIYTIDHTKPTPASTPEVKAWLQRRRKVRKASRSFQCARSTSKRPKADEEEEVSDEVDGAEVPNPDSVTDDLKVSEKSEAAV
MEP2-GFP yeast: modulators of TOR pathway MEP2-GFP in S. cerevisiae | GFP response vs DMSO, % at 10 µM | S. cerevisiae MEP2-GFP strain, flow cytometry GFP, 3 h; 100% = DMSO control level | AID 2016 | 0.51% of 330,000 active;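 active = GFP response versus DMSO above a set limit, roughly screen mean plus 3 SD, cut at about 180% in these data; inconclusive = fewer than 70 cells counted for a yeast strain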;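 note: median GFP fluorescence of the barcode-gated MEP2-GFP cells per well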
CR mimetic SO: caloric restriction mimetics inhibiting age-related superoxide in yeast; 0.18% of 330,000 active; superoxide response (% of plate mean), % at 10 µM; S. cerevisiae aged cells, superoxide DHE fluorescence; active compounds read low; AID 2690;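 active = superoxide response under a set limit, about three screen SD below normal, cut at about 65% in these data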;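 note: yeast aged for seven days with compound at 30 °C before DHE staining; 100% = average MFI of all compound-treated wells on the plate with controls excluded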
proCasp7 act: counter-screen for procaspase-3 activators: activators of human procaspase-7; recombinant procaspase-7, Ac-DEVD-pNA absorbance 405 nm; D23A/D198A/D206A triple mutant, cannot self-cleave; scale: DMSO 0, 5 µM enzyme 100; activation, % at 8.5 µM; 0.093% of 330,000 active; AID 463210;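 active = percent activation above the screen-wide mean plus 3 SD, cut at about 25% in these data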
Target sequence (P55210 whole entry D23A/D198A/D206A): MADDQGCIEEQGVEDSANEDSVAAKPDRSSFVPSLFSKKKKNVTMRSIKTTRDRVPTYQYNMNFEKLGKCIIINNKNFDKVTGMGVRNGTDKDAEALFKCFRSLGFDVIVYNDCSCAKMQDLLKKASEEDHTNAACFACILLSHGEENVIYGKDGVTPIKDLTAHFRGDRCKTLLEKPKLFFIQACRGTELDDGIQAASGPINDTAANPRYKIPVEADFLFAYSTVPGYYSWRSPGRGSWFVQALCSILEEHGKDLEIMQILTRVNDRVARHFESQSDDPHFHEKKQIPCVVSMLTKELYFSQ
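System: Uncleavable procaspase-7 mutant enzyme; Amount: 2 µM procaspase-7 mutant as dispensed; Schedule: 1 h compound preincubation, 2 h substrate cleavage, 25 °C; Measured by: 405 nm absorbance of p-nitroaniline; Evaluation: percent activation from buffer-corrected 0–120 min absorbance change; Control set: low DMSO alone, high DMSO plus 5 µM PC-7.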
AHR activator: activators of human aryl hydrocarbon receptor; P35869; AHR-responsive luciferase reporter cells, luminescence; activation, % at 5 µM; 2.5% of 320,000 active; AID 2796; in the data active = activation above about 47%;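 note: 0% = vehicle wells and 100% = reference agonist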
LAP4 TOR yeast: alters LAP4-GFP fluorescence in TOR pathway yeast screen; 0.34% of 320,000 active; S. cerevisiae LAP4-GFP multiplex, flow cytometry GFP, 3 h; median GFP as percent of DMSO wells; AID 2023; GFP response vs DMSO, % at 10 µM;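 active = GFP response vs DMSO above a set limit, about the screen mean plus 3 SD, cut at about 150% in these data; inconclusive = under 70 cell events counted for the yeast strain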
proCasp3 act: activators of human procaspase-3; P42574; recombinant procaspase-3 D3A, Ac-DEVD-pNA absorbance 405 nm; activation, % at 8.5 µM; 0.11% of 330,000 active; AID 463141;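 active = activation above the mean of all tested compounds plus 3 SD, cut at about 21% in these data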;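 note: 0% = DMSO alone and 100% = DMSO wells spiked with extra 5 µM PC-3 D3A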
Target sequence (P42574 whole entry D9A/D28A/D175A): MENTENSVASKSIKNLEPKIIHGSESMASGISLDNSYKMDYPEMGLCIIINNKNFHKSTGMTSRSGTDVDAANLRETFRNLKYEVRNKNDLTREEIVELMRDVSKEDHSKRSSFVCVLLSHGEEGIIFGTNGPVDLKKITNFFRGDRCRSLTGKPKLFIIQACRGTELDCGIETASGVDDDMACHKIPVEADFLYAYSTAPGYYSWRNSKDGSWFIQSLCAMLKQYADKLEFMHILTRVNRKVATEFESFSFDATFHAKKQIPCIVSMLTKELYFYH
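System: Procaspase-3 D3A mutant. Medium: Zinc-free 300 mM NaCl, 50 mM HEPES, 0.01% Triton X-100. Schedule: 1 h preincubation plus 2 h reaction at 25 °C. Measured by: 405 nm absorbance of p-nitroaniline, reads at 0 and 120 min. Read-out: percent activation relative to control range.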
RPL19A-GFP yeast: modulators of TOR pathway RPL19A-GFP in S. cerevisiae. S. cerevisiae RPL19A-GFP strain, flow cytometry, 3 h; active compounds read low. percent response vs DMSO, % at 10 µM. 0.3% of 330,000 active;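 active = percent response vs DMSO below 50%; inconclusive = fewer than 70 events counted for the yeast strain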;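 note: median channel GFP fluorescence of the barcoded RPL19A-GFP strain; ratio of sample median GFP to plate DMSO average so 100% = DMSO; lower means less RPL19A-GFP as with rapamycin TOR inhibition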
* hit, by the source's call; u = inconclusive; x = not tested or not shown; [ ] = remark or other dose.

Sequence of screens: CR mimetic SO	LAP4 TOR yeast	proCasp3 act	RPL19A-GFP yeast	AHR activator	GASC-1 inh	MEP2-GFP yeast	proCasp7 act
- COCCN(CC1CCCN(C2Cc3ccccc3C2)C1)C(=O)c1ccc(C(C)=O)cc1 (stereo not drawn)
→ 79.2	102.5	0.7	98.8	6.8	7.1	97.5	-3.8
- O=C(NC12CC3CC(CC(C3)C1)C2)c1cc(F)c(F)cc1Cl
→ 88.6	93.4	0.0	102.2	-1.6	31.7	112.0	0.9
- CC1CCC(=C(C#N)C(=O)Nc2cccc(Cl)c2)CC1 (stereo not drawn)
→ 95.9	105.2	-6.5	94.3	-0.7	-12.3	101.4	-11.2
- O=C(NCc1cccc(Br)c1)c1cc(-c2ccccc2)nn1CC1CC(c2cccnc2)=NO1 (stereo not drawn)
→ 105.1	94.4	1.3	92.0	0.3	8.5	94.4	-7.8
- O=C(COc1cccc2ccccc12)NNC(=O)C1CCCO1 (stereo not drawn)
→ 97.4	99.3	-2.0	96.9	3.5	u	98.7	5.4
- Cc1ccc2[nH]c(=O)c(CN(Cc3ccco3)C(=O)c3ccncc3)cc2c1
→ 99.9	96.7	5.0	103.0	21.4	-2.1	101.4	4.3
- CCC1(c2ccccc2)NC(=O)N(CC(=O)Nc2cccc(C#N)c2)C1=O (stereo not drawn)
→ 102.2	98.3	-0.3	100.4	1.1	5.5	104.6	7.2
- O=C(Nc1ccc(Cl)cc1)OCCn1nnnc1C(c1ccccc1Cl)N1CCOCC1 (stereo not drawn)
→ 91.5	104.6	11.4	103.9	7.2	-4.9	102.5	3.9
- CC1=CC(c2ccccc2)n2nc(N3C(=O)c4ccccc4C3=O)nc2N1 (stereo not drawn)
→ 140.2	101.4	5.2	99.1	1.3	-3.8	99.3	2.7
- COc1ccccc1-c1nnc(NC(=O)c2ccc(S(=O)(=O)N(C)CC3CCCO3)cc2)o1 (stereo not drawn)
→ 94.2	112.4	0.1	99.0	17.5	7.0	103.8	-3.4
- CC1CN(C/C(=N\O)C23CC4CC(CC(C4)C2)C3)CC(C)O1 (stereo not drawn)
→ 95.8	91.4	x	101.6	x	0.0	101.2	x
- O=C(NCc1ccco1)C1CCCN(S(=O)(=O)c2cc(Cl)ccc2Cl)C1 (stereo not drawn)
→ 107.4	82.3	8.1	108.1	1.9	-18.9	98.8	-12.6
- CCN(CC)S(=O)(=O)c1ccc2c(c1)nc(CCC(=O)Nc1ccc3c(c1)OCO3)n2CC
→ 93.0	87.3	-0.1	103.1	11.4	-14.4	97.8	2.5
- COc1ccc(Cl)cc1C(=O)Nc1ccc(NC(=O)c2ccco2)cc1
→ 110.4	103.3	-2.1	98.4	11.6	7.3	104.3	2.3
- CCC1=NN(C(=O)c2ccc(Cl)cc2)C(O)(c2ccc(C)cc2)C1 (stereo not drawn)
→ 104.6	109.8	x	102.0	x	-16.7	99.5	x

The final two entries of the part above lead into the next:
Sequence of screens: CR mimetic SO	LAP4 TOR yeast	proCasp3 act	RPL19A-GFP yeast	AHR activator	GASC-1 inh	MEP2-GFP yeast	proCasp7 act
- COc1ccc(Cl)cc1C(=O)Nc1ccc(NC(=O)c2ccco2)cc1
→ 110.4	103.3	-2.1	98.4	11.6	7.3	104.3	2.3
- CCC1=NN(C(=O)c2ccc(Cl)cc2)C(O)(c2ccc(C)cc2)C1 (stereo not drawn)
→ 104.6	109.8	x	102.0	x	-16.7	99.5	x
- CCOc1ccc(NC(=O)CSCC(=O)O)cc1
→ 91.1	95.4	-3.7	98.4	0.9	6.1	102.4	13.0
- CC(C)c1ccccc1N1CC(C(=O)O)CC1=O (stereo not drawn)
→ 102.1	98.2	-0.6	101.0	-0.8	-2.5	107.1	6.3
- COc1ccccc1OCC(=O)N1CCN(c2ccccc2OC)CC1
→ 98.7	101.5	4.6	96.3	2.9	u	106.0	-1.8
- O=C(NC(=S)N(CCCCO)C1CCCCC1)c1sc2ccccc2c1Cl
→ 101.2	140.2	-1.6	94.0	2.4	75.1	94.6	-9.3
- CC(=O)Nc1ccc(Nc2nc(-c3c(C)nc4ccccn34)cs2)cc1
→ 83.9	102.8	-0.1	101.1	12.2	-12.0	107.5	-4.4
- Cc1ccccc1NC(=S)N(C)C1(c2ccccc2Cl)CCCCC1=O (stereo not drawn)
→ 90.5	112.5	1.4	105.7	-1.2	2.1	100.5	10.9
- COc1ccccc1C(=O)NCc1ccco1
→ 102.4	82.8	-4.2	107.2	-0.6	-10.6	95.6	-7.5
- CC(CN1CCOCC1)c1ccccc1 (stereo not drawn)
→ 98.8	92.8	6.2	98.5	-0.6	-1.1	106.9	-5.8
- CC(C)(Oc1ccc(Cl)cc1)C(=O)NCc1ccc(S(N)(=O)=O)cc1
→ 96.4	68.3[may fluoresce violet]	-1.9	52.0[may fluoresce violet]	0.0	-15.5	243.8*[may fluoresce violet]	-3.0
- CCOc1ccc(CCNC(=O)COC(=O)c2cccc(N(C)C)c2)cc1OCC
→ 90.4	108.8	3.5	101.3	8.0	-5.0	103.7	6.5
- COc1ccc(CN(C)C(=O)c2ccccc2Sc2ccccc2C#N)c(OC)c1
→ 103.5	89.4[may fluoresce red]	9.4	u	18.2	2.8	109.9[may fluoresce red]	3.4
- S=C(NCCCNC(=S)Nc1ccccc1)Nc1ccccc1
→ 113.0	91.1	-7.6	99.2	2.3	12.2	113.3	-5.9
- CCc1ncc(C(O)c2cccc3ccccc23)n1C (stereo not drawn)
→ 85.5	97.4	8.7	97.0	-4.5	9.2	109.1	-2.7
- COC(=O)C1=C(C)NC(=O)C1(Nc1nccs1)C(F)(F)F (stereo not drawn)
→ 97.2	104.9	0.1	103.2	3.0	7.9	98.2	4.0
- Cc1ccnc(Cc2ccccc2)n1
→ 118.0	86.7	-1.4	100.8	6.7	2.7	101.0	3.3
- C=C[C@H]1[C@H](O[C@@H]2O[C@H](CO)[C@@H](O)[C@H](O)[C@H]2O)OC=C2C(=O)OCC[C@]21O
→ 95.2	109.0	7.0	105.2	0.3	5.4	101.2	7.8
- C=CCN1C(=O)NC2(O)C(=O)c3ccccc3C12O (stereo not drawn)
→ 122.5	98.1	-3.5	99.5	0.6	0.8	100.8	3.4
- COC(=O)[C@@]1(Cc2ccc(OC)cc2)[C@H]2c3cc(C(=O)N(C)C)[nH]c3C[C@H]2CN1C(=O)c1ccccc1
→ 124.8	126.9	-6.1	100.4	1.5	-0.2	94.2	1.6
- COc1ccc(NC(=O)CSc2nc(O)cc(=O)[nH]2)c(OC)c1
→ 98.9	97.3	-3.0	103.4	0.1	-10.8	101.2	-18.0
- O=C(CSc1nc2c(c(=O)[nH]1)CCC2)Nc1ccccc1Cl
→ 85.3	91.7	8.1	104.4	-1.7	-12.2	102.9	1.9
- C=CCSc1nc2c(c(=O)[nH]1)C(c1ccccc1)C(C#N)=C(N)O2 (stereo not drawn)
→ 97.7	106.6	4.8	95.2	0.4	6.3	104.0	8.4
- CCOc1ccc(N/C(N)=N/c2nc(C)cc(C)n2)cc1
→ 96.3	87.5	7.0	105.8	10.9	5.6	105.7	13.7
- Cc1ccc(S(=O)(=O)NNC(=O)c2cccnc2)cc1
→ 102.4	99.0	2.4	104.0	0.6	0.5	99.1	2.4
- CC(C)N(C(=O)Cn1c(-c2cccnc2)ccc(C#N)c1=O)C(C)C
→ 97.3	93.7	3.5	102.0	28.6	-6.2	102.6	-0.3
- COc1ccc(CNC(=O)CCS(=O)(=O)c2cccc3nonc23)cc1
→ 118.0	107.5	1.9	102.2	0.5	x	109.0	0.3
- COc1cc2nc(CN(C)Cc3ccc(OC)c(OC)c3OC)[nH]c(=O)c2cc1OC
→ 87.5	82.1	-2.4	98.5	0.3	-4.8	88.2	4.2
- CCOc1cc(/C=C2\N=C(C)OC2=O)cc(Br)c1OCCc1ccccc1
→ 105.4	99.0	-2.0	100.5	2.7	-20.0	104.5	5.7
- CC(=O)N(C(C)=O)S(=O)(=O)c1ccc(N=NN2CCCCC2)cc1
→ 73.6	98.2	3.4	104.4	2.2	-10.5	105.8	-4.0
- CNC(=O)COc1cccc(C(=O)NCc2ccccc2)c1
→ 99.4	97.4	13.7	99.8	-0.6	22.7	102.6	8.2
- O=[N+]([O-])c1cc(F)c2cccnc2c1O
→ 100.4	184.6*	-9.8	93.1	18.3	-0.2	114.0	-9.6
- C[C@H](CO)N1C[C@H](C)[C@@H](CN(C)Cc2ccc(Cl)c(Cl)c2)Oc2c(NC(=O)c3ccncc3)cccc2C1=O
→ 97.8	x	3.1	x	3.9	31.5	x	-2.4
- Cc1ccc2c(c1)Oc1ccc(NC(=O)CCl)cc1C(=O)N2
→ 106.7	95.9	5.1	95.6	19.6	5.3	110.2	3.8
- CC(=O)c1cccc(NC(=S)NC(=O)c2ccc(C)cc2)c1
→ 96.1	100.3	1.5	104.8	4.5	0.9	105.8	-0.2
- Cn1ccc(O)c(C#N)c1=O
→ 82.7	104.6	1.9	100.3	-0.5	-1.6	98.1	-5.5
- O=C(Nc1ccc(Br)cc1)c1ccc(N2C(=O)C3CCCCC3C2=O)cc1 (stereo not drawn)
→ 85.4	77.2	-4.3	95.6	-0.7	1.5	95.9	9.4
- Cc1cccc(N2CC(C(=O)Nc3nnc(SCC(=O)NCC4CCCO4)s3)CC2=O)c1 (stereo not drawn)
→ 109.8	109.5	-4.8	106.3	2.4	6.0	122.1	-4.4
- O=C(/C=C/c1c(F)cccc1Cl)Nc1nn[nH]n1
→ 111.8	84.7	0.1	89.1	3.4	4.3	94.0	2.3
- CC(=O)NC(NC(=S)Nc1ccc(N=Nc2ccccc2C)cc1C)C(Cl)(Cl)Cl (stereo not drawn)
→ 105.6	96.7	0.1	99.5	9.2	3.6	98.9	14.7
- O=C1NC2(CCCCCC2)C(=O)N1Cc1ccccc1F
→ 116.4	81.4[may fluoresce red and violet]	1.7	u	0.1	-9.3	91.1[may fluoresce red and violet]	7.1
